# Compound activity (PubChem)
# ROCK2 inh – ROCK2 (human) kinase inhibition; O75116; purified ROCK2, Kinase-Glo ATP depletion luminescence; 60,000 compounds, 0.35% hits; inhibition, % at 6 µM;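 active = inhibition above the screen-wide mean inhibition plus 3 SD, cut at about 18% in these data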;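 note: plate controls were DMSO wells for no effect and Y-27632 control wells after no-enzyme background subtraction for full effect; many of its hits are not listed in these tables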
# Abs 340nm – absorbance at 340 nm; fold change at 10 µM; 65,000 tested, under 10 active; AID 708; compound absorbance at 340 nm, fold over control;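 active = at 10 µM dose, initial 340 nm absorbance at least 2 fold that of control wells; inactive = change under 2 fold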;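 note: initial absorbance extrapolated from kinetic A340 decline of NADH oxidation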
# NADH enzymes – inhibitors of enzymes used to reach an NAD/NADH endpoint. 65,000 compounds, 0.02% hits. coupled PK/LDH NADH assays, four targets. IC50, µM (highest dose often 10 µM), inactives show at the highest dose inhibition. AID 774;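 active = single-dose screening hits from any of four coupled enzyme assays that gave an IC50 when retested across doses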;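 note: the DPM-DC format reads NADH fluorescence rather than 340 nm absorbance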
# HEK293 NFkB inh – inhibitors of the PMA/ionomycin-induced NF-kB reporter in HEK293 cells | AID 465 | 62,000 compounds, 0.21% hits | inhibition, % at 3 µM | HEK-293 NF-kB luciferase reporter, luminescence;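 active = inhibition above the mean of all tested compounds plus 3 SD, cut at about 40% in these data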;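 note: 0% = stimulated DMSO wells and 100% = 10 µM reference inhibitor 5653914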
#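 System: NF-kB luciferase reporter HEK-293 cells | Replication: Single test | Control set: DMSO vs reference inhibitor | Evaluation: % inhibition | Schedule: 1 h pretreatment, 16 h stimulation, 37 °C | Probe or stimulus: PMA with ionomycin | Compound dosing: One dose, 3 µM | Detection: Luciferase luminescence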
# MMP-13 inhibitor – blocks human MMP13 activity. P45452. MMP-13 fTHP FRET cleavage, Mca fluorescence. inhibition, % at 4 µM. 65,000 compounds, 0.07% hits;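 active = inhibition above the mean of compound-free control plate wells plus 3 SD, cut at about 14% in these data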;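 note: 0% = DMSO wells and 100% = wells with reference MMP-13 inhibitor after basal subtraction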
# PKA inh – inhibitors of human protein kinase A; P17612; PKA Kemptide phosphorylation, Kinase-Glo ATP luminescence; inhibition, % at 6 µM; 65,000 compounds, 0.1% hits;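 active = inhibition above the screen-wide mean inhibition plus 3 SD, cut at about 21% in these data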; note: many of its hits are not listed in these tables
# Ecoli tolC – blocks growth of E. coli BW25113 tolC mutant; OD615; growth inhibition, % at 10 µM (by protocol); 65,000 compounds, 2.2% hits;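 active = growth inhibition at or above a cutoff equal to the mean over every tested compound plus 3 SD, cut at about 60% in these data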;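 note: growth measured after 20 h incubation at 37 °C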
#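 Assay system: tolC-deleted E. coli BW25113. Medium: kanamycin-containing LB broth (50 µg/mL). Dosing: 10 µM final, single dose. Timing: bacterial growth with compound for 20 h at 37 °C. Detection: A615 absorbance measurement. Read-out basis: growth inhibition in percent.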
# Fluor 339 460 – intrinsic fluorescence of library compounds, ex339/em460 – biochemical, MLSMR library, data from DPM-DC assay, artefact control, profiling panel; compound autofluorescence, ex339/em460 nm, NADH buffer; hits give high values; 1 = no-compound wells, NADH background; fluorescence fold increase at 10 µM; 65,000 compounds, 5.5% hits;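 active = at 10 µM, mean starting fluorescence two-fold or more over control wells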;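 note: signal is the first read of a kinetic run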
# JNK3 inh – JNK3 (human) kinase inhibition. inhibition, % at 8 µM. P53779. purified JNK3 kinase activity, HTS. 60,000 compounds, 0.61% hits. AID 746; in the data active = inhibition above about 17%;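 note: 0% = DMSO and 100% = reference inhibitor; many of its hits are not listed in these tables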
# Target sequence (P53779 whole entry, looked up): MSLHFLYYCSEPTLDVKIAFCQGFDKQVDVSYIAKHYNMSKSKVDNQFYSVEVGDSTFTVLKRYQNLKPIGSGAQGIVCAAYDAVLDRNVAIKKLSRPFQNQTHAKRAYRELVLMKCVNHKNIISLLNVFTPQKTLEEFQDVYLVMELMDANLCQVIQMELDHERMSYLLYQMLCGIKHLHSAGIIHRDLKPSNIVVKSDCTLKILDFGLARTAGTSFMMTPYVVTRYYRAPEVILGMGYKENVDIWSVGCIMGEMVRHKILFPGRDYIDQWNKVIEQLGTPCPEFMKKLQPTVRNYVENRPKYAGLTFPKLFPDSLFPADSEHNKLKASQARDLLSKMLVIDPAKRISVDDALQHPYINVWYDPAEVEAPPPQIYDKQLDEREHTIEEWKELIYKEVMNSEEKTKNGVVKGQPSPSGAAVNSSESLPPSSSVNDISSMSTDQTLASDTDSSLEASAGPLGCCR
# An asterisk follows results filed as active; i = inactive; . = not tested or not shown; [ ] = another dose, or the depositor's remark. An excerpt. The share of hits here may be higher or lower than overall.
structure	ROCK2 inh	Abs 340nm	NADH enzymes	HEK293 NFkB inh	MMP-13 inhibitor	PKA inh	Ecoli tolC	Fluor 339 460	JNK3 inh
Cn1cccc1-c1cc(C(=O)O)[nH]n1	-3	0.99	2%	16	-8	-4	40	1	-5
COc1ccc(S(=O)(=O)N(C(C)=O)c2ccc3oc(=O)sc3c2)cc1	2	0.98	7%	16	1	1	17	1.1	-1
CC(=O)N1CCc2cc(S(=O)(=O)NC(CC(C)C)C(=O)Nc3cc(C)ccn3)ccc21 (stereo unspecified)	1	0.98	5%	20	-3	4	-13	1.1	1
O=C(O)CCC(=O)N(Cc1ccco1)c1nc(-c2ccccc2)cs1	13	1	5%	18	-3	5	17	1.2	3
COC(=O)Cn1c2c(c3cc(C)ccc31)CCCC2	-2	0.98	3%	18	-6	9	25	1.1	-2
COCCN(C(C)=O)c1nnc(-c2cnccn2)s1	0	1.1	8%	15	-8	9	-13	1.4	-7
O=C(NO)C1CC2C=CC1C2 (stereo unspecified)	-2	1	6%	7	0	3	-10	1	-1
O=C1CC2(CON=C2c2ccc(F)cc2)C(=O)N1c1ccc(F)cc1 (stereo unspecified)	8	1.1	2%	12	-4	4	-22	1.1	6
CCOC(=O)c1sc(NC(=O)CSc2ncn[nH]2)c(C#N)c1C	6	1.1	7%	7	1	9	28	1.1	2
Cc1cc(C)n(-c2nc3ccccc3c(=O)n2OCC(=O)N(C)C)n1	4	0.97	7%	2	4	9	6	1.2	5
Cc1ccc(Cn2ncn3c(cc4ccccc43)c2=O)cc1	-1	1	6%	28	-22	-3	65*	1.2	0
Cc1cc(C)n2c(=S)[nH]nc2n1	5	1.1	12%	-1	-4	10	-16	1.1	0
COc1ccccc1CNc1nc2nc(C)c(C)c(=O)n2[nH]1	6	0.99	3%	-1	-2	-3	4	1.1	8
N#Cc1nc(-c2cccs2)oc1N1CCN(Cc2ccccc2)CC1	2	1.1	4%[fluoresces]	1	-132[fluorescence artefact?]	8	39	3.8*	-5
CC(=O)c1sc(Nc2ccccn2)nc1C	-1	1.3	12%	12	-3	3	-1	1.3	23*
COC(=O)c1cn(NC(=O)C2CCCCC2)c(=O)c2ccccc12	.	1.1	8%	0	1	-4	1	1.1	.
CCC(c1nnnn1CC1CCCO1)N(CCN1CCOCC1)Cc1cc2cc(C)ccc2[nH]c1=O (stereo unspecified)	5	1.1	9%	3	-6	-2	-13	1.3	5
COc1ccc(C2C(C(=O)O)c3ccccc3C(=O)N2C)cc1Br (stereo unspecified)	6	1	2%	7	-1	0	-5	1.1	7
Cc1ccc(NC2CC(=O)N(c3ccc(N4CCCCC4)cc3)C2=O)cc1 (stereo unspecified)	-4	1.1	4%	14	5	3	-14	1.1	9
COc1ccc(Cn2c(=O)sc3ccccc32)cc1	4	0.96	4%	3	1	4	61*	1.1	-3
CC1CN(C(=O)N2c3ccccc3Sc3ccccc32)C(C)CC1=O (stereo unspecified)	-5	1	5%	15	4	-3	43	1.2	1
CCOCCCn1c(=NC(C)=O)c(C(=O)OCC)cc2c(=O)n3ccccc3nc21	1	1	3%[fluoresces]	13	i[fluorescence artefact?]	1	12	2.9*	-1
CCOc1ccc(OCC)c(NC(=O)Cn2cccc2)c1	3	1	4%	1	0	7	3	1.1	2
COc1ccc(CC(NC(C)=O)C(=O)NC2CCN(c3c4c(nc5ncnn35)CCC4)CC2)cc1 (stereo unspecified)	-8	1.1	3%	14	-2	-10	-24	1	2
CCCOC(=O)CN1C(=O)c2ccc(C(=O)OCCC)cc2C1=O	4	0.99	7%	2	-4	1	-6	1	0
Cc1ccc(C(=O)OCc2nnc(-c3ccccc3)o2)o1	-2	1	3%	6	0	-1	0	1.1	-7
O=C(N1CCCCC1)C12CC3CC(C1)CC(C(=O)N1CCCCC1)(C3)C2	6	1	7%	15	3	1	33	1.1	0
CCOC(=O)N1CCC(N2Cc3cccc(C(=O)NCC4CCN(CC(C)C)C4)c3C2=O)CC1 (stereo unspecified)	2	1	4%	6	0	2	-13	1.1	-2
CCS(=O)(=O)/N=C(\N)c1ccccc1	0	0.99	6%	2	6	-5	-1	1	3
Cc1nc(C(C)(C)O)n(-c2ccccc2)n1	4	1	4%	3	-2	13	-13	1.1	-1
CC(C)(C)C(=O)Nc1ccccc1C(=O)NCc1ccco1	2	1	2%	16	-3	2	-4	1.1	-1
O=C(Nc1sc2c(c1C(=O)NCc1cccnc1)CCCC2)c1ccco1	-2	1.1	9%	-4	1	-4	-3	1.3	-1
Cn1cccc1C(=O)NC(=O)COC(=O)c1ccccc1O	1	1	1%	9	1	1	-4	1.1	-6
CCOc1ccc(C2CC(c3ccccc3)Nc3nc(N)nn32)cc1 (stereo unspecified)	6	0.99	4%	.	-1	5	4	1.1	0
CCOc1ccc(N2C(=O)c3cccnc3C2Nc2ccc(OC)cc2)cc1 (stereo unspecified)	-10	1.1	6%	17	0	1	8	1.1	-1
O=C1CSC(=S)N1c1cccnc1	3	1	5%	10	-1	7	-11	0.99	3
COCCn1c(=O)c2c(nc3n2CCN3c2ccc(C)cc2)n(C)c1=O	4	1	8%	8	-8	9	-8	1.2	1
CC1(C)C(=O)C2(CCCCC2)C(=O)OC1c1cccs1 (stereo unspecified)	1	1	5%	16	2	-1	-6	1.1	-11
CCOC(=O)Cc1csc(NC(=O)c2csc3c2CCCC3)n1	7	1	5%	23	-3	5	64*	1.2	1
N#Cc1nc(COc2ccc(Br)cc2)oc1N1CCCCCC1	2	1	4%	2	-10	4	25	1.1	3
Cc1cnc(-c2nnc(N(C)C(=O)C3CCOC3)s2)cn1 (stereo unspecified)	-1	1.1	8%	6	-31	-3	-16	2*	-6
COC(=O)COc1ccc(S(=O)(=O)Nc2ccccc2SC)cc1	14	1	3%	12	1	7	1	1.1	-5
Cc1cccc(C2CC(c3ccccc3)Nc3ncnn32)c1 (stereo unspecified)	-7	1	10%	-6	4	3	19	1	-5
Cc1ccc(N(C(=O)CNC(=O)c2ccco2)C(C(=O)NC2CCCC2)c2cccnc2)cc1C (stereo unspecified)	4	0.96	9%	12	-5	8	3	1.2	-3
CS(=O)(=O)N(CC(=O)NCc1ccccn1)Cc1ccc(Cl)cc1	0	1	2%	-4	4	6	-11	1.1	0
CC(C)c1nc2oc3c(NCC4CCCO4)ncnc3c2c2c1COC(C)(C)C2 (stereo unspecified)	2	1	11%[fluoresces]	2	-19	1	.	3.8*	6
CCOC(=O)C1=C(O)CSC1=Nc1ccc(Cl)cc1	5	1	4%	12	2	7	-13	1.1	1
Cc1cccn2c(=O)c3cc(C(=O)N4CCc5ccccc54)n(C)c3nc12	8	1	9%	-3	-15	9	-2	2.5*	-1
COc1ccc(C(=O)N(CCCO)C(C)C(=O)NC2CCCCC2)cc1OC (stereo unspecified)	-2	1	5%	23	3	-4	-24	1.1	-2
CCN(CC)c1ccc(/C=N/n2nnnc2N)c(O)c1	4	1	6%	-2	2	-7	-4	1.7	-6
CCOc1cccc(C(=O)Nc2ccc(N3CCN(S(C)(=O)=O)CC3)cc2)c1	2	1.1	10%	11	-8	2	-2	1.2	2
O=C(NCCc1ccccc1)C1CCN(S(=O)(=O)c2ccc(-c3nn[nH]n3)cc2)CC1	9	1	7%	24	4	15	-19	1	-2
C(=C\CSc1ncn[nH]1)/CSc1ncn[nH]1	3	1	2%	4	2	6	-4	1.1	-2
CCOc1ccc(Br)cc1S(=O)(=O)Nc1ccccc1N1CCOCC1	3	1	4%	12	4	4	50	1.1	-5
CCCn1c2ccccc2c2nnc(SCC(=O)OC)nc21	3	1.2	3%	23	1	2	-14	1	4
O=C(COc1ccc(Cl)cc1Cl)N1CCCCCC1	4	1	1%	16	0	6	6	1.1	-3
O=C(CSCC(=O)NC1CC1)Nc1ccccc1	3	1.1	0%	0	0	6	17	1.1	4
COc1ccccc1CNC(=O)c1ccoc1C	-19	1	10%	-2	-2	-4	-4	1.1	-2
Cn1c(=O)c2c(nc(CN3CCc4ccccc4C3)n2Cc2cccc(Cl)c2)n(C)c1=O	-2	1	1%	34	4	0	32	1	-3
CCCCOc1ccc(C2C3CN(C(=O)OCC)CC=C3C(C#N)=C(N)C2(C#N)C#N)cc1OC (stereo unspecified)	2	1	4%	0	-3	3	5	1.1	3

# In a second layout: entries from further up.
> CCCn1c2ccccc2c2nnc(SCC(=O)OC)nc21
  ROCK2 inh: 3
  Abs 340nm: 1.2
  NADH enzymes: 3%
  HEK293 NFkB inh: 23
  MMP-13 inhibitor: 1
  PKA inh: 2
  Ecoli tolC: -14
  Fluor 339 460: 1
  JNK3 inh: 4
> O=C(COc1ccc(Cl)cc1Cl)N1CCCCCC1
  ROCK2 inh: 4
  Abs 340nm: 1
  NADH enzymes: 1%
  HEK293 NFkB inh: 16
  MMP-13 inhibitor: 0
  PKA inh: 6
  Ecoli tolC: 6
  Fluor 339 460: 1.1
  JNK3 inh: -3
> O=C(CSCC(=O)NC1CC1)Nc1ccccc1
  ROCK2 inh: 3
  Abs 340nm: 1.1
  NADH enzymes: 0%
  HEK293 NFkB inh: 0
  MMP-13 inhibitor: 0
  PKA inh: 6
  Ecoli tolC: 17
  Fluor 339 460: 1.1
  JNK3 inh: 4

# Going on with the list:
structure	ROCK2 inh	Abs 340nm	NADH enzymes	HEK293 NFkB inh	MMP-13 inhibitor	PKA inh	Ecoli tolC	Fluor 339 460	JNK3 inh
CCCN1CCN(CCCNC(=O)Cn2nc(-c3ccc(Cl)cc3)ccc2=O)CC1	0	0.99	2%	14	-3	1	-15	1.1	-5
COc1ccc(Nc2nnc(C)c3ccccc23)cc1C(N)=O	5	1.1	10%	.	0	6	4	1.1	-10
O=C(c1cc2nc(-c3ccco3)cc(C(F)(F)F)n2n1)N1CCN(c2ccc(F)cc2)CC1	-2	1.1	5%	3	2	-4	65*	1.2	-1
CCOc1ccc(-n2cnnn2)cc1S(=O)(=O)N1CCCCC1	-5	1	9%	22	2	-5	-2	1.1	-6
O=C(N=C1SCC(=O)N1c1ccccc1Cl)c1ccco1	5	1.1	0%	-4	-1	6	12	1.1	3
COC(=O)c1c(NC(=O)C2CC2)sc2c1CCCC2	-5	1.1	10%	16	0	-7	40	1.3	-7
COC(=O)c1ccc(NS(=O)(=O)N(C)C)cc1	1	1.1	2%	3	1	-1	-9	1.1	1
COc1ccc(C)cc1S(=O)(=O)N(CC(=O)N1CCOCC1)Cc1ccccc1	0	1	0%	13	1	-3	-1	1.1	0
CCCn1c(-c2cccs2)nc2ccccc21	6	1	5%[fluoresces]	2	-63[fluorescence artefact?]	0	29	3.7*	2
CCOCCCNC(=O)C(c1ccc(Cl)cc1)N1CCN(c2ccccc2)CC1 (stereo unspecified)	3	1	1%	5	2	7	3	1.1	5
CN(C)C(=O)Cn1cnc2c(cnn2-c2ccccc2Cl)c1=O	4	1	3%	5	-3	5	-15	1.1	8
CCCC(C)NS(=O)(=O)c1ccccc1 (stereo unspecified)	4	1	9%	6	-3	14	-11	1	1
CS(=O)(=O)N(Cc1nc2sc3c(c2c(=O)[nH]1)CCCC3)C1CCCCC1	-13	0.98	3%	-5	-2	-5	84*	1.3	-5
COc1ccc(-c2nnn(CC(=O)N(CC(=O)NC3CCCC3)c3cccc(C)c3)n2)cc1OC	7	1	6%	2	0	13	19	1	-2
